# Rab9 prom act – activators of Rab9 promoter; 320,000 compounds, 2.8% hits; AID 485297; Potency, µM (series often up to 9.22 µM), without a hit: at the highest dose activation, negative = inhibition, actives largely listed as activators; Huh7 Rab9 promoter-luciferase reporter, luminescence, 24 h; note: potency is the fitted concentration of half-maximal effect; % of control where 0% means no effect; nearly all actives have a fitted effect of over 60% in size
#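 Huh7 cells stably carrying Rab9 promoter–luciferase reporter, plated 1500 cells/well, compound added after 2 h and incubated 24 h at 37 °C; luciferase luminescence then read after 10 min with detection reagent.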
# MBNL1 CUG block – MBNL1-poly(CUG) RNA binding inhibition; Q9NR56; TR-FRET MBNL1-His/biotin-(CUG)12 binding, 665/545 ratio; Potency, µM (top dose mostly 57.5 µM), for the others: at the top dose activity change, negative = inhibition, hits mostly inhibitors; 280,000 compounds, 0.036% hits; active = well fitted inhibition curve with a large enough effect in the signal ratio, with a control signal flat, not every such curve was filed as active; inconclusive = small, poorly fitted or top-dose-only effect, or effect the other way, or a change in a side signal; inactive = no such curve, though single readings can be large or run the other way; the % refers to the signal ratio; note: potency is the fitted concentration of half-maximal effect; % is set by controls: 0 for no effect and ±100 for the full control effect
#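 Ratiometric TR-FRET (665 over 545 nm, excitation 340 nm) tracks disruption of MBNL1-His/biotin-(CUG)12 complex after 60 min at room temperature, with compounds at 92 nM to 58 uM final.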
# Menin MLL FP TR – displaces Texas Red mutant MLL peptide from human menin | O00255 | Menin + Texas Red MLL mutant peptide, fluorescence polarization | Potency, µM (highest dose often 61.6 µM), for inactives: top-dose FP activity change, negative = inhibition, actives largely listed as inhibitors | 270,000 compounds, 0.23% hits; active = well fitted inhibition curve with a large enough effect in the polarisation, with a control signal flat, not every such curve was filed as active; inconclusive = small, poorly fitted or top-dose-only effect, or effect the other way, or a change in a side signal; inactive = no such curve, though single readings can be large or run the other way; the % refers to the polarisation; note: potency is the fitted concentration of half-maximal effect; % of control where 0% means no effect; many of its hits are not listed in these tables
# ELG1 DNA repair – ELG1-dependent DNA repair inhibition. Potency, µM (titrated, usually from 46.1 µM), for inactives: top-dose activity change, negative = inhibition, most hits filed as inhibitors. 330,000 compounds, 2.3% hits. HEK293T ELG1-luciferase reporter, luminescence, 16 h; DNA damage induced by 5-fluorouridine. AID 504467; note: potency is the fitted concentration of half-maximal effect; % is set by controls: 0 for no effect and ±100 for the full control effect; nearly all actives have a fitted effect of over 55% in size
#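 5-Fluorouridine DNA damage + compound/DMSO, 2,000 cells/well, 16 h, 37 °C/5% CO2. ONE-Glo, 30 min RT, luminescence. Readout = decrease in reporter signal.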
# PKM2 act – PKM2 (human) enzyme activation. P14618. AID 1631. purified PKM2, Kinase-Glo ATP luminescence, activation; response scale: 0% is enzyme alone, no compound. Potency, µM (highest dose often 57.5 µM), inactives show at the top dose activation, actives largely listed as activators. 260,000 compounds, 0.34% hits; note: potency is the fitted concentration of half-maximal effect; % is set by controls: 0 for no effect and ±100 for the full control effect; nearly all actives have a fitted effect of over 55% in size
# Target sequence (P14618 whole entry, looked up): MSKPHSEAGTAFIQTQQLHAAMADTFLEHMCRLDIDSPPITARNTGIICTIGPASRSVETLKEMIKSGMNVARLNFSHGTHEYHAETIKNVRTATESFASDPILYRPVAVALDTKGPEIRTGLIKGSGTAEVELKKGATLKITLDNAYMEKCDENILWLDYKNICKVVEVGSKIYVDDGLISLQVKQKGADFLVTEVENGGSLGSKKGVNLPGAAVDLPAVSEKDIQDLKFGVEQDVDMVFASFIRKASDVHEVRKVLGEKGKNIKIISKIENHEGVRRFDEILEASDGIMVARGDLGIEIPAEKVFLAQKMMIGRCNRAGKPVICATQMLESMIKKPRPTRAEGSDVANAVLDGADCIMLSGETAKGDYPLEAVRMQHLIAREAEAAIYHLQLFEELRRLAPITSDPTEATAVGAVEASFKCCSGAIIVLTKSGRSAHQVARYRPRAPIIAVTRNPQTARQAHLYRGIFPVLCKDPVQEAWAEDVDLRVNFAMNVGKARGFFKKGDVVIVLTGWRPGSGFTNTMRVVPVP
#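 Purified hPK-M2 (>95%) run at intermediate activity with 0.1 mM ADP and 0.5 mM PEP in 50 mM imidazole pH 7.2, KCl, MgCl2; 1 h room temperature. ATP formed read by Kinase-Glo luminescence; normalized to uninhibited and no-enzyme controls.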
# KCNH2 3.1 block – KCNH2 3.1 (human) potassium channel inhibition | AID 720553 | 340,000 compounds, 0.95% hits | U2OS KCNH2 3.1, thallium flux FluxOr; hits give low values | activity change, % (tested at about 1.8 µM);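 active = maximum activity change below -70%; inconclusive = maximum activity change from -70% to -50%; inactive = maximum activity change above -50%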;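 note: thallium influx rate constant from kinetic fluorescence after stimulation buffer; % is set by controls: 0 for no effect and ±100 for the full control effect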
#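 FluxOr-based Tl+ influx in U2OS cells transduced with KCNH2 3.1 virus; rate constants normalized to DMSO controls.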
# Mito fusion act – inhibitors of mitochondrial division or activators of mitochondrial fusion. S. cerevisiae fusion-defective mutant growth rescue, CellTiterGlo 48 h. Potency, µM (titrated, usually from 46.1 µM), for the others: at the top dose growth rescue (activation), most hits filed as activators. 320,000 compounds, 0.23% hits;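 note: potency is the fitted concentration of half-maximal effect; % of control where 0% means no effect; nearly all actives have a fitted effect of over 45% in size; temperature-sensitive fusion mutants such as fzo1-1 at 37 °C on non-fermentable ethanol glycerol medium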
#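 Temperature-sensitive fusion-defective S. cerevisiae (e.g. fzo1-1, mgm1-5) were grown with compound in YPEG medium (3% ethanol, 3% glycerol) for 48 hours at 37C. Growth rescue was measured as viability by CellTiterGlo luminescence after 10 minutes at ambient.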
# FLuc counter – firefly luciferase modulation, counter-screen for miR-21 project; Potency, µM (series often up to 57.5 µM), inactives show at the highest dose activity change, negative = inhibition, most hits filed as inhibitors; AID 588342; purified FLuc, Km substrates, luminescence inhibition; 360,000 compounds, 6.9% hits;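 note: potency is the fitted concentration of half-maximal effect; plate controls were vehicle for no effect and reference inhibitor for full effect; nearly all actives have a fitted effect of over 55% in size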
#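 Biochemical qHTS of compounds, final roughly 60 µM downward over six points, against 10 nM purified firefly luciferase using Km concentrations of substrates (10 uM D-luciferin, 10 uM ATP) in Tris acetate pH 7.5 buffer; luminescence output.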
# RORgamma inh – blocks mouse ROR gamma transcriptional activity; P51450; Drosophila S2 Gal4-RORgamma UAS-luciferase reporter, 20 h; Potency, µM (titrated, usually from 53.6 µM), for the others: top-dose activity change, negative = inhibition, hits mostly inhibitors; 310,000 compounds, 5.4% hits; AID 2551; note: potency is the fitted concentration of half-maximal effect; % is set by controls: 0 for no effect and ±100 for the full control effect; nearly all actives have a fitted effect of over 60% in size
# Target sequence (P51450 whole entry, looked up, the tested form may be a part): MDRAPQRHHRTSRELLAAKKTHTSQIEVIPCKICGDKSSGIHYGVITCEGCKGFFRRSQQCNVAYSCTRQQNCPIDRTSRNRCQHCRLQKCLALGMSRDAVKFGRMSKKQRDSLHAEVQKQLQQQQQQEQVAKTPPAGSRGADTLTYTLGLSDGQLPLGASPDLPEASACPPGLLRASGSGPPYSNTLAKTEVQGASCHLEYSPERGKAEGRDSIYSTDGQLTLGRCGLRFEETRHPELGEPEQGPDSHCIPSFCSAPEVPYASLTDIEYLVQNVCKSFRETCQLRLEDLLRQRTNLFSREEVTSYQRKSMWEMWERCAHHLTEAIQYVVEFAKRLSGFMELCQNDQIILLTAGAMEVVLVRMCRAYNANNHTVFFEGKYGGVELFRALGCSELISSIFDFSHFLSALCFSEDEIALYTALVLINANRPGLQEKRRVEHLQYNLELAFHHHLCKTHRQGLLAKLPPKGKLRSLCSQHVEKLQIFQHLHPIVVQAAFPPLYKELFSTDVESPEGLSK
#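 Stable Schneider cell line, Gal4 DNA-binding domain fused to ROR gamma, UAS-luciferase. Cmpd 1 hr RT → CuSO4 700 uM final → 20 hr RT → luciferase reagent 10 min → luminescence.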
# NPC1 prom act – activators of NPC1 promoter. Huh7 NPC1 promoter luciferase reporter, 24 h. Potency, µM (titrated, usually from 9.22 µM), inactives show at the highest dose activation, most hits filed as activators. 320,000 compounds, 2.4% hits;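 note: potency is the fitted concentration of half-maximal effect; % of control where 0% means no effect; nearly all actives have a fitted effect of over 60% in size; reporter is driven by a mutant NPC1 promoter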
#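 Stably transfected Huh7 (NPC1 promoter→luciferase), 1500 cells/well in Opti-MEM + 10% FBS, 2 h settle, then compound 24 h at 37 °C. Luminescence after 10 min with Amplite reagent.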
# VP16 counter – Gal4-VP16 reporter inhibition counter-screen; AID 2546; Drosophila S2 Gal4-VP16 UAS-luciferase, luminescence, 20 h; Potency, µM (highest dose often 53.6 µM), without a hit: top-dose activity, negative = inhibition, actives largely listed as inhibitors; 310,000 compounds, 3.5% hits;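 note: Gal4-VP16 expression switched on by copper sulfate through the metallothionein promoter; potency is the fitted concentration of half-maximal effect; % is set by controls: 0 for no effect and ±100 for the full control effect; nearly all actives have a fitted effect of over 50% in size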
# * marks the source's active call; other numbers are inactive results; u = inconclusive; x = no result given; & = joins results of further samples; [ ] = remark or other dose. Unless noted, calls come from the whole dose curve; as a rule, active = well fitted curve in the direction sought with a large enough effect; inconclusive = small, poorly fitted or top-dose-only effect, or another doubt; inactive = no such curve, though single readings can be large; an effect the other way counts as inactive or inconclusive. The list is partial; rates above refer to the full screens.
SMILES,Rab9 prom act,MBNL1 CUG block,Menin MLL FP TR,ELG1 DNA repair,PKM2 act,KCNH2 3.1 block,Mito fusion act,FLuc counter,RORgamma inh,NPC1 prom act,VP16 counter
CCCCC(NC(=O)Cc1c(C)c2cc3c4c(oc3c(C)c2oc1=O)CCCC4)C(=O)O (centres undefined),-1%,-4%,11%,4%,x,19,-2%,u,3%,-3%,-5%
O=C(CNC(=O)c1ccc(Cl)cc1)Nc1ccccc1C(F)(F)F,-9%,-4%,-6%,1%,0%,-1,0%,-1%,1%,-3%,1%
O=C(COc1ncnc2c(Cl)cc(Cl)cc12)N1CCCCC1,-6%,4%,1%,2%,-7%,8,1%,3%,-9%,0%,0%
COc1ccc(C/C(C)=N/NC(=O)c2cccnc2)cc1,-2%,-1%,14%,19%,-17%,6,4%,-1%,-25%,-1%,0%
Cc1onc(-c2ccccc2)c1C(=O)N1CCCCCC1,-2%,-4%,x,5%,-8%,5,2%,1%,1%,1%,-2%
N#C/C(=C(/O)c1ccc2c(c1)OCO2)c1nc2cc(C(F)(F)F)ccc2s1,-3%,-8%,u,-17%,3%,2,-3%,17µM*,-16%[1.91 µM],-5%,u
COc1ccc(NC(=S)N(CCO)Cc2ccccc2)cc1,23%,0%,7%,14%,-2%,x,-5%,u,-15%,0%,-8%
Cc1coc2cc3oc(=O)c(CCC(=O)NCCN4CCOCC4)c(C)c3cc12,-2%,8%,-8%,23%,2%,10,-1%,1%,5%,-1%,-1%
C/C(=N/NC(=O)c1ccc(Cl)s1)c1cccnc1,3%,u,x,6%,1%,-9,-4%,0%,13µM*,7%,u
O=C(COc1ccc(Cl)cc1)N1CCN(Cc2ccc3c(c2)OCO3)CC1,1%&1%,-9%,-20%,u,x,-35&6,u,3%&0%,44%,2%&4%,-5%
O=C(NCCCN1CCOCC1)c1ccc(S(=O)(=O)N2CCOCC2)cc1,3%,-2%,0%,6%,11%,-9,-2%,2%,-4%,-2%,7%
CCc1ccc(OCC(=O)N/N=C(\C)c2ccc(-n3ccnc3)cc2)cc1,18%,11%,-9%,-11%,0%,-1,6%,1.3µM*,u,15%,-14%
CCOc1ncccc1C(=O)NCc1ccccc1F,-6%,0%,-15%,-2%,2%,-5,-3%,-1%,22%,-3%,2%[10 µM]
CCN1CCN(c2ccc(S(=O)(=O)N3CCCCC3)cc2NC(=O)CC(NC(C)=O)c2ccccc2)CC1 (centres undefined),-7%,x,x,9%,x,2,1%,6%,x,3%,x
COc1ccc(CNC(=O)c2ccc(Cn3cc(Cl)cn3)o2)cc1,5%,-3%,0%,-5%,x,5,-17%,-3%,18%,-2%,-4%

# In another format: entries from further up.
# Fields – Rab9 prom act | MBNL1 CUG block | Menin MLL FP TR | ELG1 DNA repair | PKM2 act | KCNH2 3.1 block | Mito fusion act | FLuc counter | RORgamma inh | NPC1 prom act | VP16 counter
- O=C(CNC(=O)c1ccc(Cl)cc1)Nc1ccccc1C(F)(F)F
  -9% | -4% | -6% | 1% | 0% | -1 | 0% | -1% | 1% | -3% | 1%
- COc1ccc(CNC(=O)c2ccc(Cn3cc(Cl)cn3)o2)cc1
  5% | -3% | 0% | -5% | x | 5 | -17% | -3% | 18% | -2% | -4%
- Cc1coc2cc3oc(=O)c(CCC(=O)NCCN4CCOCC4)c(C)c3cc12
  -2% | 8% | -8% | 23% | 2% | 10 | -1% | 1% | 5% | -1% | -1%
- COc1ccc(C/C(C)=N/NC(=O)c2cccnc2)cc1
  -2% | -1% | 14% | 19% | -17% | 6 | 4% | -1% | -25% | -1% | 0%
- CCCCC(NC(=O)Cc1c(C)c2cc3c4c(oc3c(C)c2oc1=O)CCCC4)C(=O)O (centres undefined)
  -1% | -4% | 11% | 4% | x | 19 | -2% | u | 3% | -3% | -5%
- COc1ccc(NC(=S)N(CCO)Cc2ccccc2)cc1
  23% | 0% | 7% | 14% | -2% | x | -5% | u | -15% | 0% | -8%
- N#C/C(=C(/O)c1ccc2c(c1)OCO2)c1nc2cc(C(F)(F)F)ccc2s1
  -3% | -8% | u | -17% | 3% | 2 | -3% | 17µM* | -16%[1.91 µM] | -5% | u

# Next entries follow.
SMILES,Rab9 prom act,MBNL1 CUG block,Menin MLL FP TR,ELG1 DNA repair,PKM2 act,KCNH2 3.1 block,Mito fusion act,FLuc counter,RORgamma inh,NPC1 prom act,VP16 counter
CCC(=O)Nc1ccc(C(=O)CSc2nnc(CNc3ccc(Cl)cc3)o2)cc1OC,-30%,4%,13%,12µM*,-3%,12,-6%,3%,5%,-14%,-26%
C=CC(=O)NC(C)(C)Cc1ccccc1,0%,2%,0%,5%,0%,17,-2%,0%,-5%,2%,-3%
CC1CCCN(c2nc3c(c(=O)n(C)c(=O)n3C)n2Cc2ccccc2)C1 (centres undefined),3%,2%,-1%,u,0%,17,5%,5%,24%,-4%,1%
CCCn1c(C(C)NC(=O)c2ccccc2)n[nH]c1=S (centres undefined),10%,x,x,-1%,-7%,-1,-2%,1%,17%,6%,-4%
O=C(CCN1C(=O)/C(=C/c2ccc3c(c2)OCO3)SC1=S)Nc1ccc(C(=O)O)cc1,2%[1.84 µM],23%,37%[activator],3%,x,0,-1%,9.5µM*,15%,0%,6%
O=C1NN=C(c2ccc(Cl)cc2)CC1c1c[nH]c2ccccc12 (centres undefined),8%,-3%,-12%,u,5%,-25,u,-1%,u,5%,u
CCCCn1c(NC(=O)c2ccco2)c(S(=O)(=O)c2ccc(C)cc2)c2nc3ccccc3nc21,-7%,42%[activator],1%,-5%,26%,13,22%,4%,u,-4%,-3%
Cn1c(=O)[nH]c(=O)c2c1nc(N1CCCCC1)n2CC(O)COc1ccccc1 (centres undefined),0%,0%,u,-16%,2%[11.5 µM],6,4%,1%,13%,-1%,-4%
Cc1ccc(CNS(=O)(=O)c2c(C(=O)N3CCCCCC3)c(C)n(C)c2C)cc1,1%,3%,-4%,-3%,-8%,-5,5%,1%,-13%,1%,-6%
COc1ccc(N(Cc2nnc3n2CCCCC3)C(=O)Nc2ccccc2)cc1,1%,-8%,-14%,0%,-4%,-1,8%,-2%,-3%,0%,6%
COc1ccc(NC(=O)CCC(=O)N(Cc2ccc(OC)c(OC)c2)c2nccs2)cc1,-7%,-10%,8%,12%,4%,6,-3%,2%,0%,-1%,-2%
CCNC(=S)NS(=O)(=O)c1ccc(Cl)cc1,0%,0%,-4%,2%,3%,13,2%,-1%,22µM*,1%,3%[0.365 µM]
COc1ccc(NC(=S)NCCc2ccc(Cl)cc2)c(OC)c1,0%,-6%,12%,-20%,2%,0,0%,9%,4.5µM*,-4%,11µM*
O=C(COC(=O)c1ccco1)c1ccc(S(=O)(=O)N2CCCCC2)cc1,6%,5%,x,6%,-4%,-16,-1%,2%,19%,3%,2%
COCCCNC(=O)c1ccc(Cn2c(=O)c3ccccc3n(Cc3cc(C)ccc3C)c2=O)cc1,-4%,-1%,x,u,0%,-14,0%,-7%,0%,-4%,7%
CCN(CC)C(=O)CSc1nnc(-c2ccccn2)n1-c1ccccc1OC,3%,-1%,x,-6%,-7%,-5,-2%,2%,-2%,-3%,-10%
O=C1NC2(CCCCCC2)Oc2ccccc21,8%,-7%,-11%,9%,0%,24,5%,-1%,33%,-3%,-12%
